CRFR2-BP antag: antagonists of CRF-binding protein/CRF-R2 receptor complex; AID 588475; inhibition, % at 11.8 µM; 350,000 compounds, 0.59% hits; HEK293 CRF-R2/CRF-BP, CRF-induced calcium fluorescence;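 active means inhibition of the ligand-induced calcium signal above about 50% at the single tested concentration, limit read from the data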
CHO-K1 Ca PAM: counter-screen for M1 PAMs: effect in parental CHO-K1 cells; ATP EC20, Fluo-8 calcium fluorescence; 0% at ATP EC20, 100% at ATP max; activation, % at 3 µM; 360,000 compounds, 0.02% hits;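 active means activation above the run cutoff, the mean activation of all test compounds plus 3 SD, cut at about 40% in these data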;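 further: peak over basal fluorescence ratio in a 140 s read after ATP addition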
TAAR1 antagonist: antagonists of human TAAR1 | Q96RJ0 | CHO RD-HGA16 TAAR1, Fluo-8 calcium fluorescence, antagonist | inhibition, % at 3 µM | 360,000 compounds, 1.5% hits | AID 624466;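 active means inhibition above a per-plate cutoff, the mean inhibition of test compounds on that plate plus 3 SD, cut at about 49% in these data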;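 further: 0% = DMSO plus EC80 beta-PEA response and 100% = DMSO alone without agonist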
Target sequence (Q96RJ0 whole entry, looked up): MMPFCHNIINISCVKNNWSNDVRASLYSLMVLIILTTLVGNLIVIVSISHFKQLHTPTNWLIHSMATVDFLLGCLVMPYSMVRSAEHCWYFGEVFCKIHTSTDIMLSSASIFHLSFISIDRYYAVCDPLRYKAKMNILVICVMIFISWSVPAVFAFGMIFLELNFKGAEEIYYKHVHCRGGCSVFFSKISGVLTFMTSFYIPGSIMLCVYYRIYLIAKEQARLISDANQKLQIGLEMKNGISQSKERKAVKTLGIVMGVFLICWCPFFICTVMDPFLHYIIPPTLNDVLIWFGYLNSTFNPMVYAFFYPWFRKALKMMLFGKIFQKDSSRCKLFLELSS
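Assay system: RD-HGA16 CHO cells with stable hTAAR1 and Gα16 / Reagent: EC80 β-phenethylamine stimulus / Doses: 3 µM, single point / Timing: dye loading 75 min at 37 °C, then 30 min room temperature / Measured by: Fluo-8 intracellular calcium dye fluorescence, real-time kinetic reads / Controls: vehicle wells and EC80 agonist wells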
TAAR1 agonist: agonists of human TAAR1 | activation, % at 3 µM | 360,000 compounds, 0.99% hits | AID 624467 | CHO RD-HGA16 TAAR1, Fluo-8 calcium fluorescence; vehicle wells 0%, saturating PEA agonist 100%;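 active means activation above the mean activation of all test compounds in the run plus 3 SD, cut at about 38% in these data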
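Benchmarks: low control DMSO, high control PEA (EC100); System: CHO RD-HGA16 cells carrying human TAAR1 plus Gα16; Detection: Fluo-8 fluorescence, 5 s baseline then 140 s kinetic read; Schedule: 17-24 h plating, Fluo-8 75 min 37 °C, 30 min RT; Read-out basis: % activation from peak over basal fluorescence ratio, DMSO-to-PEA scaled.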
CHRM4 PAM: potentiates acetylcholine response at human M4 receptor; CHO-K1 hM4/Gqi5, Fluo-8 calcium fluorescence, ACh EC20; 0% = ACh EC20, 100% = maximal ACh; P08173; activation, % at 3 µM; 360,000 compounds, 0.4% hits;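 active means activation above its plate's cutoff, the mean activation of sample wells plus 3 SD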; further: some results filed as inactive read as strong as hits
Target sequence (P08173 whole entry, looked up): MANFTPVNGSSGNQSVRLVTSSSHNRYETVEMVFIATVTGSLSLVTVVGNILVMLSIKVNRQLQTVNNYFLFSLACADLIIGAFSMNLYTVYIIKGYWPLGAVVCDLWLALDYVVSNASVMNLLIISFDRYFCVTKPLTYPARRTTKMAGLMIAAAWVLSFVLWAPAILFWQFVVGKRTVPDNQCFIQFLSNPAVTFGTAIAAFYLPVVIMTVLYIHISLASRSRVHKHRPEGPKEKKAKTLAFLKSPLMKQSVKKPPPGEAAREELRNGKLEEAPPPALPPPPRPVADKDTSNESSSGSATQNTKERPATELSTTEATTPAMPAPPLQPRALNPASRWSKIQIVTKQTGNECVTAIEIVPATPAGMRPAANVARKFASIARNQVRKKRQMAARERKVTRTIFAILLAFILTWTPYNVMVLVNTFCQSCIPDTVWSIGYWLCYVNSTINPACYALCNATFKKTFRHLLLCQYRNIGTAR
CRFBP-R2 agonist: CRF-BP/CRF-R2 complex agonism | HEK293 CRF-R2/CRF-BP, calcium dye fluorescence (FLIPR); percent of saturating CRF peptide response | activation, % at 13.2 µM | 350,000 compounds, 0.46% hits | AID 588473;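 active means activation of at least 50%, plus an integration ratio under a set limit after plate pattern correction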;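 further: plate controls were neutral control wells without compound for no effect and CRF at EC100 for full effect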
M5 PAM: CHRM5 positive allosteric modulation; activation, % at 3 µM; P08912; AID 624038; CHO-K1 hM5, Fluo-8 calcium, ACh EC20 PAM; 0% = ACh EC20, 100% = ACh EC100; 360,000 compounds, 0.3% hits;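 active means activation above the run cutoff, the mean activation of all test compounds plus 3 SD, cut at about 18% in these data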
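System: CHO-K1 cell line with stable human muscarinic M5 receptor expression | Also added: EC20 acetylcholine as agonist stimulus | Compound: One concentration, 3 µM final (nominal) | Timing: Fluo-8 loading 80 min at 37 °C plus 30 min room temperature | Measured by: Fluo-8 calcium dye fluorescence, kinetic read | Read-out basis: % activation, ACh-normalized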
M5 ag: CHRM5 agonism in calcium assay. activation, % at 3 µM. 360,000 compounds, 0.19% hits. P08912. CHO-K1 hM5 cells, Fluo-8 calcium fluorescence; 0% DMSO wells, 100% maximal acetylcholine response;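 active means activation above the run's mean over test compounds plus 3 SD, cut at about 23% in these data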;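 further: signal is peak over basal fluorescence ratio across the kinetic read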
CHRM5 antagonist: blocks acetylcholine activation of human M5 receptor; P08912; CHO-hM5 cells, Fluo-8 calcium fluorescence, ACh EC80; inhibition, % at 3 µM; 360,000 compounds, 0.59% hits; AID 624040;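 active means inhibition above a per-plate cutoff, the mean of that plate's test compounds plus 3 SD, cut at about 27% in these data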;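 further: 0% = acetylcholine EC80 with DMSO and 100% = DMSO without agonist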
Numbers without * were called inactive; · = not tested or not shown.

SMILES	CRFR2-BP antag	CHO-K1 Ca PAM	TAAR1 antagonist	TAAR1 agonist	CHRM4 PAM	CRFBP-R2 agonist	M5 PAM	M5 ag	CHRM5 antagonist
OC(COc1ccc(Cl)cc1)CSc1ccccn1 (stereo not given)	2	27	1	0	0	-0.7	5	1	-4
COc1cccc(CNC(=O)CCn2ccc3cc(S(=O)(=O)N4CCC(C)CC4)ccc32)c1	-1	2	5	3	-6	2.3	1	-2	0
CCn1c2ccccc2c2cc(NC(=O)c3cccc([N+](=O)[O-])c3C)ccc21	18	17	8	-1	-14	-1.5	-12	-5	13
C=CCN1C(=O)CSc2ccc(C(=O)NC(C)c3ccccc3)cc21 (stereo not given)	-15	5	-16	4	-6	0.5	0	-4	0
COc1ccc(N/C=C/C(=O)C(F)(F)F)cc1	-26	22	-4	4	-1	2.4	-3	-1	6
CN1CCc2c(sc(NC(=O)c3ccc(C(=O)c4ccccc4)cc3)c2C(N)=O)C1	-24	9	-1	5	-5	5.6	-3	0	-2
CCOc1ccnc2c1c(=O)n(Cc1cc(OC)cc(OC)c1)c(=O)n2C	8	19	-13	2	1	-0.7	-2	-1	3
N#Cc1ccc(C(C(=O)NC2CCCCC2)n2c(=O)c(-c3ccco3)nc3ccccc32)cc1 (stereo not given)	·	·	-1	0	5	·	8	5	-6
O=C1NC[C@H](CCCCN2C[C@H](Cc3ccc(O)cc3)N(CC3CCCCC3)C(=O)C2=O)N(CCc2ccc(O)cc2)C1=O	·	7	2	1	-3	·	-8	3	5
CC(C)c1[nH]nc2c1C(Cc1ccccc1)C(C#N)=C(N)O2 (stereo not given)	-2	-9	-3	1	-9	-4.0	-7	-5	3
COc1ccc(/C=C/C(=O)OCC(=O)Nc2cccc(S(=O)(=O)NC3=NCCCCC3)c2)cc1	14	12	13	7	3	1.9	-8	1	10
CCC(C(=O)NC1CCCCC1)n1c(SCc2ccccc2F)nc2ccncc21 (stereo not given)	7	23	-28	2	-8	-3.8	-9	-4	2
CC(C)CN(C(=O)c1ccc(S(=O)(=O)N2CCCCC2)cc1)C1CCS(=O)(=O)C1 (stereo not given)	12	0	-3	1	-6	1.6	6	-4	-2
COC(c1ccccc1)c1nnc(CCC(=O)N2CCN(C3CCCC3)CC2)o1 (stereo not given)	-8	-7	14	0	6	-0.2	1	-3	-3
COc1cc(-n2c(N)c(C(=O)NCc3ccco3)c3nc4ccccc4nc32)cc(OC)c1OC	0	-7	45	14	-10	0.3	-11	-2	12
Cc1ccc(S(=O)(=O)N2CCC(C(=O)N3Cc4ccccc4C3)CC2)cc1	-4	17	-13	8	22*	-1.9	19*	-5	-10
CCOC(=O)C1=C(c2ccccc2)NC(SCC(=O)NC2CCCCC2)=C(C#N)C1c1ccco1 (stereo not given)	10	4	-19	13	-2	4.1	-11	-5	3
CCOc1ccc(/C=C/c2[nH]c(=O)[nH]c(=O)c2[N+](=O)[O-])cc1	7	7	8	0	5	-1.5	-1	-4	-5
CC(NCC(O)c1ccc([N+](=O)[O-])cc1)C12CC3CC(CC(C3)C1)C2 (stereo not given)	-44	19	-27	7	-15	-0.2	-10	1	6
COC(=O)c1nc(NC(=O)C(C)(C)C)n[nH]1	7	5	-15	0	10	-1.9	6	2	-12
Cc1c(C(=O)NCc2cccc([N+](=O)[O-])c2)sc(=O)n1Cc1cccc(F)c1	·	24	31	2	-8	·	-7	1	5
O=C(COCC(=O)N/N=C/c1ccccc1F)N/N=C/c1ccccc1F	14	17	9	27	-2	-1.9	-1	-3	6
COc1ccccc1/C=C1\SC(N2CCC(C)CC2)=NC1=O	4	0	-8	-1	-3	-12	-7	-4	5
O=C1c2ccccc2C(=O)N1C(CO)C(O)c1ccc([N+](=O)[O-])cc1 (stereo not given)	9	10	9	0	13	0.6	-2	-5	-2
COc1ccc(C(=O)OCC(=O)Nc2nnc(-c3ccccc3)o2)cc1	4	-23	-27	1	20	-1.9	0	-2	-7
O=C(Cn1cnc2c(cnn2-c2ccc(Cl)cc2)c1=O)NCC1CCCO1 (stereo not given)	11	6	16	-1	-3	-1.3	-1	0	2
COCCSc1nnc(NS(=O)(=O)c2ccc(F)cc2)s1	22	33	7	3	4	-0.1	0	-2	-8
NS(=O)(=O)c1ccc(NC(=S)N2CCN(c3ccccc3Cl)CC2)cc1	18	11	0	8	-6	-1.6	-3	-4	7
COc1ccc(NS(=O)(=O)c2ccc(C(=O)N(C)Cc3cccs3)cc2)cc1	-20	-1	34	45*	1	25	-17	26*	8
Cc1ccsc1/C=N\NC(=O)Cn1nnc2ccccc21	-24	23	17	0	8	-2.1	3	-2	6
CC1CN(C(=O)COc2coc(CN3CCc4ccccc4C3)cc2=O)CC(C)O1 (stereo not given)	5	-17	-29	14	14	-0.6	0	2	6
Cc1ccc2nc(-c3ccco3)c(Nc3ccccc3)n2c1	-4	17	-10	-3	-3	0.3	-6	-7	0
Cc1[nH]n(-c2ccccc2)c(=O)c1C=NCCc1ccccc1	-3	12	45	59*	1	1.3	9	-3	4
CC1=C(C(=O)N(C(C)C)C(C)C)CC(CC(=O)NC2CCCCC2)C(=O)N1Cc1ccc(F)cc1 (stereo not given)	·	15	-7	-1	10	·	1	-2	11
COc1ccc(CNC(=O)c2c(C)oc3c2C(=O)c2ccccc2C3=O)cc1	-8	-5	2	4	2	0.4	-11	3	3
C=CCNC(=O)CN(c1ccc(F)cc1)S(=O)(=O)c1ccc(OC)cc1	-9	18	6	9	8	-2.5	-1	1	3
CC1(C)CC(=O)C2=C(C1)N(CCN1CCOCC1)C1=C(C(=O)CC(C)(C)C1)C2c1ccc(Cl)cc1	-16	11	-9	2	-16	0.0	6	3	-4
CN(Cc1ccccc1)C1CC(=O)N(c2ccc(C(=O)O)cc2)C1=O (stereo not given)	8	9	12	0	10	2.8	-5	-1	-9
Cn1c(=O)c2c(nc(OC3CCCC3)n2C)n(C)c1=O	13	-10	-4	1	-2	-3.2	8	0	6
CC(/C=C/c1ccc2c(c1)OCO2)=N/NC(=O)COc1ccc(C)cc1	0	-3	5	0	-2	1.2	0	-1	3

Complete entries as entered above:
`C=CCNC(=O)CN(c1ccc(F)cc1)S(=O)(=O)c1ccc(OC)cc1` is listed with CRFR2-BP antag: -9; CHO-K1 Ca PAM: 18; TAAR1 antagonist: 6; TAAR1 agonist: 9; CHRM4 PAM: 8; CRFBP-R2 agonist: -2.5; M5 PAM: -1; M5 ag: 1; CHRM5 antagonist: 3
`Cc1ccsc1/C=N\NC(=O)Cn1nnc2ccccc21` is listed with CRFR2-BP antag: -24; CHO-K1 Ca PAM: 23; TAAR1 antagonist: 17; TAAR1 agonist: 0; CHRM4 PAM: 8; CRFBP-R2 agonist: -2.1; M5 PAM: 3; M5 ag: -2; CHRM5 antagonist: 6

Next part
SMILES	CRFR2-BP antag	CHO-K1 Ca PAM	TAAR1 antagonist	TAAR1 agonist	CHRM4 PAM	CRFBP-R2 agonist	M5 PAM	M5 ag	CHRM5 antagonist
Oc1ccc(Cl)cc1/C=N/c1nc2ccccc2[nH]1	-2	1	5	12	2	0.7	-1	0	5
Cc1cccc(NS(=O)(=O)c2ccc(-c3ccc(=O)[nH]n3)o2)c1	3	9	-31	6	1	-1.8	1	-2	0
C[C@H]1CN([C@@H](C)CO)S(=O)(=O)c2ccc(C3=CCCC3)cc2O[C@@H]1CN(C)C(=O)C1CCCCC1	15	-12	-22	5	-3	1.0	-4	0	10
COc1ccccc1NC(=O)c1ccc(NS(C)(=O)=O)cc1	-1	-3	12	-1	0	-0.8	-1	4	14
COc1ccc([C@H]2CC(=O)C=C(c3ccc(O)cc3)C2)cc1OC	1	-19	41	7	-1	-0.1	-9	8	11
CC(=O)c1cccc(NC(=S)NC(=O)c2cccc(C)c2)c1	-50	20	-1	3	-3	1.6	4	-2	-2
CCOc1ccc(N(CC(=O)Nc2ccc(C)c(F)c2)C2=NC3CS(=O)(=O)CC3S2)cc1 (stereo not given)	-9	16	-7	0	5	0.5	-3	-3	1
CCC(C)NC(=S)Nc1ccc(F)cc1 (stereo not given)	8	16	4	1	-3	-1.7	6	-3	-3
COC(=O)[C@@]12C[C@@H](CC(=O)NCc3cccc4ccccc34)C(=O)N(CCc3ccc(OC)c(OC)c3)C1=CCC(C)(C)C2	·	·	29	1	-2	·	-6	1	13
O=C(CCNS(=O)(=O)c1ccc(Br)cc1)NCc1ccco1	-5	-1	-22	0	8	-2.1	1	5	-2
COc1ccc(S(=O)(=O)Nc2cccc3c2O[C@H](CN(C)C(=O)NC2CCCCC2)[C@@H](C)CN([C@H](C)CO)C3=O)cc1	10	2	5	-1	-3	-5.0	1	0	2
C[C@@H]1CCCCO[C@@H](CN(C)Cc2ccccc2)[C@@H](C)CN([C@H](C)CO)C(=O)c2cc(N(C)C)ccc2O1	-7	17	-27	-1	0	-0.5	2	0	3
O=C(Nc1ccccc1)c1ccc(CSc2ncccn2)cc1	-5	20	-11	5	7	-2.0	-7	-2	6
O=C(COC(=O)Cn1cnc2ccccc21)Nc1cc2c(cc1Cl)C(=O)c1ccccc1C2=O	31	15	22	7	5	-0.3	3	1	10
CCOC(=O)C1(Cc2ccccc2)CCCN(Cc2cnn(CC)c2)C1 (stereo not given)	-5	15	-11	0	7	-3.7	1	-4	-1
COc1ccc(N(CC(=O)N/N=C/c2ccccc2F)S(=O)(=O)c2ccccc2)cc1	22	6	0	35	-1	-2.3	-4	-6	-4
Cc1cccc2cc(C#N)c(N3CCC(O)CC3)nc12	10	-12	30	12	-4	2.0	-9	2	14
O=S(=O)(c1ccc(Cl)cc1)c1cnc2ccccc2n1	-14	6	6	-2	-6	-1.7	-1	-4	-6
COc1ccccc1-c1noc2ncnc(Nc3ccccc3C)c12	1	12	2	3	0	-2.2	5	-9	6
COc1ccccc1N=Nc1c(C)n[nH]c1C	5	21	5	-2	5	-1.8	0	-4	2
CCc1n[nH]c(=S)n1/N=C/c1cc(Br)c(OC)cc1OC	2	-13	-27	4	-6	-0.9	-6	-2	4
O=C(NN1C(=O)C2C3CCC(O3)C2C1=O)c1ccc(Cl)cc1 (stereo not given)	24	16	-23	1	9	-2.6	-2	-2	1
COC(=O)CSc1nnc2cc(C)c3ccccc3n12	-7	-18	-1	0	0	1.1	2	-2	8
Cc1nn(C(C)(C)C)c(OC(=O)c2ccco2)c1Sc1ccccc1	3	-5	14	3	-6	2.6	-6	-1	1
CCCc1[nH]c(=O)c(C#N)c2c1CCCC2	-20	18	-10	9	8	4.6	-6	-3	3

Source: PubChem BioAssay
